Bioassay records (PubChem BioAssay)
PMI inhibition = human PMI inhibitors, high substrate, primary screen, biochemical, fluorescence intensity, high mannose 6-phosphate (AID 1220); recombinant PMI enzyme, coupled fluorescence intensity; higher % means a stronger effect; one-dose inhibition, % at 20 µM; IC50 in µM for titrated hits; actives 0.66% (n = 190,000)
XIAP displacement = small molecules displacing peptide from XIAP – biochemical, IAP family, fluorescence polarization (AID 1018). XIAP BIR domain, fluorescence polarization peptide displacement; higher % means a stronger effect. one-dose displacement, % at 20 µM; IC50 in µM for titrated hits. actives 0.007% (n = 200,000); in the data active = displacement above about 50%; note: a part of the inactive calls stands beside numbers as strong as those of hits
CSM14.1 death rescue = rescue of cells from ER stress-induced death, primary screen, 384-well, CSM14.1, thapsigargin, ATP luminescence (AID 1222). 190,000 tested, under 10 active. CSM14.1 thapsigargin-induced death rescue, ATP luminescence; higher % means a stronger effect. cellular ATP content (survival), % at 20 µM, or EC50 in µM where a hit was titrated;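 active = EC50 below 50 µM in the dose-response confirmation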;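 note: death triggered by thapsigargin at about 15 µM added after 2 h compound pretreatment; cell ATP read after overnight thapsigargin exposure of roughly 18 to 22 hours; normalized against plate controls of thapsigargin alone and 5% DMSO vehicle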
M1AAP inhibition = P. falciparum M1AAP inhibitors, biochemical, fluorogenic H-Leu-NHMec substrate, 1536-well (AID 1445); actives 0.42% (n = 220,000); recombinant M1AAP, H-Leu-NHMec fluorogenic kinetic assay; higher % means a stronger effect; inhibition, % at 30 µM, or IC50 in µM where a hit was titrated;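 active = primary inhibition above the hit cutoff, then over 50% inhibition at one or more dose response concentrations, cut at about 23% in these data, passing the limit was not always enough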;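 note: plate controls were DMSO full reaction for no effect and no enzyme background for full effect; strong numbers were not always called active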
M17LAP inhibition = P. falciparum M17LAP inhibitors, primary screen, biochemical, fluorogenic H-Leu-NHMec substrate, 1536-well (AID 1619) | recombinant M17LAP, H-Leu-NHMec fluorogenic kinetic assay; higher % means a stronger effect | inhibition, % at 30 µM, or IC50 in µM where a hit was titrated | actives 0.38% (n = 220,000);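 active = compound inhibiting the enzyme by more than half at any dose during confirmatory dose-response retesting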;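 note: plate controls were full reaction with DMSO carrier for no effect and no enzyme background for full effect; strong numbers were not always called active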
TNAP activation fold = stimulation of alkaline phosphatase TNAP activity – biochemical, luminescent, no phosphate acceptor, uHTS, primary screen (AID 1001). purified TNAP, luminescent activation assay, no phosphate acceptor; higher activation fold means a stronger effect. one-dose activation fold at 20 µM; EC50 in µM for titrated hits. actives 0.03% (n = 200,000); in the data active = activation fold from about 3, or a potency from the dose series; inactive = the rest, 99 in 100 with activation fold below about 1.6; note: many of its hits are not listed in these tables
LYP phosphatase = PTPN22 lymphoid phosphatase activity blockers – biochemical, fluorescence intensity, uHTS (AID 1779). recombinant LYP phosphatase, fluorescence intensity; higher % means a stronger effect. inhibition, % at 11.5 µM, or IC50 in µM where a hit was titrated. actives 0.054% (n = 290,000);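 note: plate controls were vehicle with enzyme for no effect and no enzyme for full effect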
PMI inhibitors = inhibitors of human PMI, primary screen, biochemical, fluorescence intensity, coupled assay (AID 1209). purified PMI enzyme, coupled fluorescence intensity; higher % means a stronger effect. inhibition, % at 20 µM, or IC50 in µM where a hit was titrated. actives 0.42% (n = 190,000);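 note: plate controls were DMSO vehicle for no effect and wells lacking substrate for full effect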
Myeloid diff 2 = compounds promoting myeloid differentiation. ER-HoxA9 myeloid progenitors, lysozyme-GFP differentiation, flow cytometry. calls only at 10 µM. AID 624256. actives 1% (n = 360,000);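 active = normalized GFP-positive differentiation at or above the plate's own cutoff, the solvent-only control mean plus 3 SD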;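 note: cells exposed to compound for four days before flow analysis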
Myeloid diff 2 GFP+ MAC1+ % = recorded beside Myeloid diff 2, whose call it bears; GFP+ MAC1+ double positive, %; measured here: differentiation confirmed by MAC1 staining
The depositor's hits bear a star; i = inactive; . = not tested or not shown; + = active, no number. Cut-off read from the data, not from the text of the source, unless noted: active = inhibition above about 50%; inactive = the rest.

SMILES	PMI inhibition	XIAP displacement	CSM14.1 death rescue	M1AAP inhibition	M17LAP inhibition	TNAP activation fold	LYP phosphatase	PMI inhibitors	Myeloid diff 2	Myeloid diff 2 GFP+ MAC1+ %
CCOC(=O)c1c[nH]c2c3c(ccc2c1=O)CCCC3	10%	1.3%	-2.1%	1%	-4%	1.1	-10%	-3%	i	0.6
COc1ccc(CCN2CC(C(=O)NCc3ccc(F)cc3)CC2=O)cc1OC (stereo not drawn)	.	.	.	4%	0%	.	1%	.	i	0.4
COc1ccccc1-c1ccc(NC2CCCCC2)nn1	12%	-4.4%	-0.9%	-2%	-1%	1	-3%	12%	i	0.9
Cc1ccc(OCCCN2C(=O)C(=O)c3cccc(C)c32)cc1	18%	-3.0%	-4.7%	7%	14%	1	2%	11%	i	0.4
CCOC(=O)C1(CCc2ccccc2)CCN(C(=O)CN2C(=O)CSC2=O)CC1	-9%	-7.4%	-0.3%	-1%	0%	1	-5%	-8%	i	0.9
COc1ccc2[nH]c(=O)c(COC(=O)c3cccs3)cc2c1	0%	-9.4%	1.0%	2%	18%	1	-8%	-5%	i	0.1
COc1ccccc1C(=O)N1CCN(Cc2nc3cc([N+](=O)[O-])ccc3n2C)CC1	27%	-2.7%	-0.1%	4%	6%	1	3%	11%	i	0.2
CN1CCc2c(sc3c2C(=O)NC(c2cccs2)N3)C1 (stereo not drawn)	10%	1.2%	-1.0%	12%	-107%	0.9	-5%	8%	i	8.7
CCCn1c(CNS(=O)(=O)c2ccc(C)cc2)nc2ccccc21	7%	-1.8%	.	-2%	6%	1	-2%	83%*	i	5.6
Cc1ccc(C)c(OCC(=O)O/N=C(\N)c2ccccn2)c1	2%	1.0%	2.1%	4%	-16%	1.1	-7%	-1%	i	1.6
CCOc1ncccc1C(=O)OCC(=O)Nc1ncc(C(F)(F)F)cc1Cl	-2%	-1.2%	.	1%	-2%	1.1	-6%	4%	i	0.8
CCC(=O)N(C)CCc1cc2c(c(OC)c1/C=N/NC(=O)c1ccccc1O)OCO2	-4%	-0.7%	-1.0%	-6%	8%	1.1	-4%	-6%	i	0.2
Cc1ccc(NCC(=O)Nc2ccc(Br)cc2)cc1F	3%	-1.9%	-2.8%	12%	14%	1.1	2%	14%	i	0.8
CC1CN(C2=CC(=O)CCC2)CC(C)O1 (stereo not drawn)	8%	-16%	0.1%	3%	4%	1.1	0%	3%	i	0.3
Cc1ccc(NC(=O)c2c(C)nc(Nc3nc4ccccc4o3)nc2C)cc1	4%	-2.6%	-1.1%	7%	4%	1	1%	1%	i	0.4
COc1ccc(C2CC3(CC(C)(C)NC(SC)=N3)Oc3cc(O)cc(C)c32)cc1 (stereo not drawn)	-2%	-4.7%	-0.8%	8%	8%	0.9	-2%	4%	i	0.9
COCCN1C=C(C(=O)OC)C(c2cc3c(cc2Br)OCO3)C(C(=O)OC)=C1	8%	-0.4%	-2.5%	-1%	-10%	1.1	2%	15%	.	.
CC(CNC(=O)c1ccc(Br)o1)NC(=O)c1ccc(Br)o1 (stereo not drawn)	11%	-1.9%	-1.7%	3%	-1%	1	-3%	2%	i	4.1
Cc1cc(-c2ccccc2)nc(N2CCC(C(=O)NC34CC5CC(CC(C5)C3)C4)CC2)n1	13%	-2.7%	-2.1%	0%	2%	0.9	-7%	4%	i	0.5
Cc1c(C(=O)/C=C/N(C)C)nnn1-c1ccc(F)c(Cl)c1	.	.	.	9%	15%	.	-1%	.	i	0.3

Whole records from above. Order of screens: PMI inhibition	XIAP displacement	CSM14.1 death rescue	M1AAP inhibition	M17LAP inhibition	TNAP activation fold	LYP phosphatase	PMI inhibitors	Myeloid diff 2	Myeloid diff 2 GFP+ MAC1+ %
`CCOC(=O)C1(CCc2ccccc2)CCN(C(=O)CN2C(=O)CSC2=O)CC1` is listed as -9%	-7.4%	-0.3%	-1%	0%	1	-5%	-8%	i	0.9
`COc1ccc2[nH]c(=O)c(COC(=O)c3cccs3)cc2c1` is listed as 0%	-9.4%	1.0%	2%	18%	1	-8%	-5%	i	0.1
`CN1CCc2c(sc3c2C(=O)NC(c2cccs2)N3)C1` (stereo not drawn) is listed as 10%	1.2%	-1.0%	12%	-107%	0.9	-5%	8%	i	8.7
`COc1ccccc1-c1ccc(NC2CCCCC2)nn1` is listed as 12%	-4.4%	-0.9%	-2%	-1%	1	-3%	12%	i	0.9
`Cc1ccc(C)c(OCC(=O)O/N=C(\N)c2ccccn2)c1` is listed as 2%	1.0%	2.1%	4%	-16%	1.1	-7%	-1%	i	1.6

Continued.
SMILES	PMI inhibition	XIAP displacement	CSM14.1 death rescue	M1AAP inhibition	M17LAP inhibition	TNAP activation fold	LYP phosphatase	PMI inhibitors	Myeloid diff 2	Myeloid diff 2 GFP+ MAC1+ %
COC(=O)[C@@H](NC(=O)NCCC1=CCCCC1)C(C)C	.	.	.	8%	-1%	.	-6%	.	i	0.8
CCOc1ccccc1NC(=O)NCCC1=CCCCC1	12%	-2.9%	-0.3%	1%	-4%	1.1	-2%	12%	i	0.8
O=C(CNC(=O)c1ccc(Cl)cc1)OCC(=O)c1ccc2c(c1)OCCO2	-4%	-2.4%	-1.3%	-1%	-5%	1.1	-6%	2%	i	1.0
COc1ccc(/C=C(\C)c2nc(C)c(-c3ccccc3)c(=O)[nH]2)cc1	.	.	.	9%	-10%	.	-1%	.	i	0.7
CS(=O)(=O)N(CC(=O)N1CCC(C(N)=O)CC1)C1CCCCC1	28%	-4.3%	-0.7%	-5%	-12%	1	-3%	-6%	i	1.0
CCN(CC(=O)Nc1ccc(Cl)c(S(=O)(=O)N(C)C)c1)CC(=O)NC(C)C	11%	-5.5%	0.9%	7%	23%	1	-7%	14%	i	0.1
CC(=O)c1cccc(N=C2C(=O)Nc3ccccc32)c1	31%	-1.5%	-2.1%	7%	9%	1	-1%	11%	i	0.5
COc1cc(/C=N/O)cc(Br)c1OCC(=O)NCc1ccccc1	8%	-2.1%	-1.0%	0%	-1%	1	-2%	7%	i	0.1
Cc1cccc(NC(=O)CN2C(=O)NC(C)(c3ccc4c(c3)OCO4)C2=O)c1 (stereo not drawn)	-1%	-20%	3.6%	-6%	14%	1.1	-6%	4%	i	0.3
CC1OC(C)(C)OC1C1CNc2nc(NC(=O)C(C)(C)C)[nH]c(=O)c2N1C(=O)c1cccnc1 (stereo not drawn)	-1%	-4.2%	-1.7%	5%	13%	1.1	-3%	-4%	i	1.7
CCCCOc1nc2ccccc2nc1C(C#N)C(=O)NC1CCCCC1 (stereo not drawn)	9%	-1.4%	-0.7%	-2%	-11%	1	4%	10%	i	0.4
CN(C)S(=O)(=O)Oc1ccccc1C(=O)Nc1ccccc1Cl	16%	-3.7%	-0.3%	1%	-6%	1.1	-5%	12%	i	1.1
CCN1C(=O)/C(=C\N2CCCCCC2)SC1=S	7%	-6.7%	6.0%	20%	10%	1.1	-3%	2%	i	0.5
CCCCOc1ccccc1C(=O)NCCCC(=O)O	-4%	-2.4%	0.9%	7%	10%	1.2	-9%	-4%	i	0.9
Cc1ccsc1C(=O)OCc1csc(-c2ccccc2)n1	2%	-2.6%	-0.8%	-8%	17%	1.1	-4%	11%	i	0.9
O=C1N=c2ccccc2=C1c1sc(NS(=O)(=O)c2ccccc2)nc1O	-13%	-11%	-2.5%	25µM*	5%	0.9	5%	-10%	i	0.5
Cc1cc(Nc2ccccc2)n(CCOC(=O)COc2ccccc2)n1	-6%	-5.5%	-0.9%	6%	-6%	1.1	-11%	0%	i	0.8
COc1cccc(C(=O)N2CCN(C(=O)c3ccc(-c4ccccc4)cc3)CC2)c1OC	10%	-0.7%	3.6%	7%	11%	1.1	-5%	10%	i	0.7
COc1cccc2c(=O)c(C/C=C(/C)Cl)c(C)[nH]c12	5%	-0.2%	.	-2%	-24%	1.2	-9%	1%	i	0.4
COCCN=C1OC(=O)N2C(=O)C3=C4[C@@H](C[C@H]5C(=O)N(c6ccccc6)C(=O)[C@H]5[C@H]4[C@@]12Cc1ccccc1)[C@H]1C(=O)N(c2ccccc2)C(=O)[C@H]1[C@H]3C	.	.	.	9%	4%	.	-7%	.	i	0.7
CCC1(C)Cc2ccccc2-c2nc(NCCCO)n(-c3ccccc3)c(=O)c21 (stereo not drawn)	3%	-2.2%	-1.0%	7%	-90%	1.2	-6%	4%	i	0.4
Cc1[nH]c2ccccc2c1C(=O)C(=O)NCC1CCCO1 (stereo not drawn)	-16%	0.6%	.	7%	11%	1.1	2%	-10%	i	0.5
O=C(CSCc1ccc(Br)cc1)Nc1ccc(S(=O)(=O)N2CCCCCC2)cc1	-8%	-3.9%	-2.2%	3%	6%	1.1	6%	1%	i	0.9
Cc1[nH]c2ccccc2c1SCCNC(=O)c1ccc(S(=O)(=O)N2CCCC2)cc1	10%	-2.2%	-0.8%	5%	-4%	1	0%	-3%	i	0.7
CC(C)Nc1oc(Cc2cccc3ccccc23)nc1C#N	20%	-3.5%	-0.7%	2%	10%	1.1	-4%	16%	i	4.1
COc1cc(NC(=O)Cc2ccc(F)cc2)cc(OC)c1OC	24%	-0.6%	-2.0%	2%	-2%	1.1	-4%	13%	i	0.1
Cn1nnnc1SCC(=O)c1ccco1	0%	-3.1%	-1.1%	15%	0%	1.1	-10%	-6%	i	0.7
CCOc1cc(C(=O)Nc2ccccc2N2CCN(S(C)(=O)=O)CC2)cc(OCC)c1OCC	10%	-1.2%	-3.2%	4%	0%	1.1	6%	12%	i	0.8
COc1ccc(NC(=O)C2CCCN2c2ccc(OC)c(OC)c2)cc1OC (stereo not drawn)	50%	-3.2%	2.2%	9%	-4%	1	-7%	29%	i	0.9
O=C(NCN1C(=O)C2C3C=CC(C3)C2C1=O)OC1CCCCC1 (stereo not drawn)	-2%	-5.3%	-0.4%	-7%	1%	0.9	5%	-10%	i	1.0
Cc1ccc(S(=O)(=O)N(CC(=O)N=Nc2c(O)[nH]c3ccccc23)c2cccc(C)c2)cc1	9%	-10%	-1.3%	0%	8%	1.7	14%	17%	i	0.5
Cc1c(N(C(=O)c2cc(=O)[nH]c3ccccc23)C(C)C)c(=O)n(-c2ccccc2)n1C	3%	-6.0%	5.2%	9%	10%	1.1	-6%	8%	i	6.8
CCN1C(=O)CC(n2c(C)nc3ccccc32)C1=O (stereo not drawn)	-10%	1.2%	-1.8%	-3%	-9%	1.2	-3%	-9%	i	0.2
CCCCn1c(NC(=O)c2ccccc2)c(C#N)c2nc3ccccc3nc21	55%*	0.5%	-1.1%	2%	3%	1	-4%	26%	+	13*
COc1cccc(NC(=S)/C(=C(\[O-])c2ccc([N+](=O)[O-])cc2)[n+]2ccccc2)c1	21%	0.8%	-1.2%	14%	5%	1	-5%	-1%	i	2.2
CCCC(=O)Nc1ccc(C(=O)n2nnc3ccccc32)cc1	7%	-6.8%	-1.6%	3%	52%	1.1	-6%	13%	i	1.5
Cc1ccc(Cn2ccc(=O)c(OCc3ccccc3)c2C)cc1	4%	-0.2%	1.6%	22%	12%	1.1	-6%	-4%	i	1.2
CCOC(=O)Nc1nnc(-c2ccc(OC)cc2)s1	-8%	-2.4%	-0.5%	5%	-1%	1	-7%	-10%	i	1.5
